CHT block: inhibitors of human choline transporter CHT. B-score at 10 µM. CHT-expressing cells, membrane potential dye, choline response; hits give low values. actives 0.86% (n = 310,000);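 active = B-score over 3 SD under the library average, and starting fluorescence ratio not unusually high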;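 also: choline stimulus applied at its EC90 after an EC20 pre-addition; B-score computed on integrated fluorescence ratio after choline addition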
KCNQ2 inh: KCNQ2 potassium channel inhibitors, primary screen, cell-based, CHO-K1, FluxOR thallium flux, B-score (AID 2156). Potassium voltage-gated channel subfamily KQT member 2 (Rattus norvegicus), O88943. 20 min; hits give low values. B-score at 10 µM. actives 1.1% (n = 310,000);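 active = fluorescence ratio B-score at most minus 3 library SDs, with starting brightness B-score within 2 library SDs, cut at about -5.5 in these data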
Target sequence (O88943 whole entry, looked up): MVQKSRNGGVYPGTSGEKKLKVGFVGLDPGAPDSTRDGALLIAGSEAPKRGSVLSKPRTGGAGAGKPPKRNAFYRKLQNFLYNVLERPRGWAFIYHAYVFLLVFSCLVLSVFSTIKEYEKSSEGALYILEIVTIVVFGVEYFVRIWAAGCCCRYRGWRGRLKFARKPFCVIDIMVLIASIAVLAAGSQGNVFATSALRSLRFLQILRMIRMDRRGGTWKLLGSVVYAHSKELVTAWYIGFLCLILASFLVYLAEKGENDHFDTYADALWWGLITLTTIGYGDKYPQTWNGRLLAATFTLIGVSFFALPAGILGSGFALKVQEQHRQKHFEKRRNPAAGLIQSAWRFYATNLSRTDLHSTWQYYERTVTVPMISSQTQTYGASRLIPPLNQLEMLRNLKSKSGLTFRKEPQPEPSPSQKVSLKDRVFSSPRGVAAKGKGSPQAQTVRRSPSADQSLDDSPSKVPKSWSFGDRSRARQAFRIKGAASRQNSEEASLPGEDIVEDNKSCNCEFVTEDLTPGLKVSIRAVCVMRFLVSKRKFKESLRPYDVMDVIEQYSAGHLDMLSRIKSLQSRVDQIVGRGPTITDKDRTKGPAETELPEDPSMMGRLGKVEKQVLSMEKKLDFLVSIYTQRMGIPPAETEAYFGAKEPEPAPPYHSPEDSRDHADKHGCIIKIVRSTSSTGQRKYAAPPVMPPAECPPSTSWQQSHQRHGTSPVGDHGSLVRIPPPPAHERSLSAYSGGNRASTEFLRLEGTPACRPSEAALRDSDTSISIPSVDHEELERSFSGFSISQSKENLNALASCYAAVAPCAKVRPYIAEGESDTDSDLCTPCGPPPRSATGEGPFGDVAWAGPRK
Starred values were filed as active, the others as inactive; i = inactive; · = no result given. This is a subset; count on the stated rates, not on these rows.

no.	structure	CHT block	KCNQ2 inh
1	CCCC(C)C(=O)NC1CCSC1=O (stereo not given)	i	i
2	Cc1cc(N2CCCC2)ccc1C=C(C#N)C#N	i	i
3	CCOP(=O)(OCC)/C(C#N)=C/c1ccoc1	i	i
4	CCCCCn1c(=O)c(C(=O)Nc2ccccc2N)c(O)c2ccccc21	i	i
5	CNC(=O)Nc1ccc(C(O)(C(=O)OC)C(F)(F)F)cc1 (stereo not given)	i	i
6	CCN1CCC2(CC1)NC(CO)(CO)CO2	i	i
7	O=C(c1cccs1)c1cn(Cc2ccccc2Cl)c2ccccc12	i	-7.3*
8	CC(C)C(=O)NC(Oc1ccccc1Cl)C(Cl)(Cl)Cl (stereo not given)	i	i
9	O=C1CN(O)C(c2ccccc2Cl)=c2cc(Br)ccc2=N1	i	i
10	CC1CCCCN1Cc1c[nH]c2ccccc12 (stereo not given)	-5.7*	i
11	CN(C/N=C(\N)N[N+](=O)[O-])S(=O)(=O)c1ccccc1	i	i
12	CC1C(c2cccs2)=[N+]([O-])C(C)(C(=O)c2ccc(F)cc2)N1O (stereo not given)	i	i
13	CC(=O)Cc1ccc(OC(C)C)cc1	i	i
14	CSc1ncc(/C=C2/C(=O)NC(=O)N(C3CCCCC3)C2=O)cn1	i	i
15	CCCCn1c(=O)c(C(=O)Nc2ccccc2S(N)(=O)=O)c(O)c2ccccc21	i	i
16	C1=C(CCNCc2ccccc2)CCCC1	i	i
17	CNCCc1ccccc1	i	i
18	C=Cn1ccnc1P(=S)(c1ccn(C)c1)c1nccn1C=C	i	i
19	Cc1[nH]c2c(C(F)(F)F)cccc2c1CCN	i	i
20	Cc1cccc(CCNCc2cc3cccc(C)c3[nH]c2=O)c1	-12*	i

Four of these compounds, set out differently.
Each structure is followed by: CHT block, KCNQ2 inh
#6 CCN1CCC2(CC1)NC(CO)(CO)CO2
 : i, i
#7 O=C(c1cccs1)c1cn(Cc2ccccc2Cl)c2ccccc12
 : i, -7.3*
#8 CC(C)C(=O)NC(Oc1ccccc1Cl)C(Cl)(Cl)Cl (stereo not given)
 : i, i
#9 O=C1CN(O)C(c2ccccc2Cl)=c2cc(Br)ccc2=N1
 : i, i

Later entries.
no.	structure	CHT block	KCNQ2 inh
21	CC(=O)OC1(c2ccc(C)cc2)CN2CCC1c1ccccc12 (stereo not given)	i	i
22	O=C(C1CC(c2ccc(F)cc2)=NO1)N1CCC2(CC1)OCCO2 (stereo not given)	i	i
23	COc1ccc(-c2nc(CS(=O)CC(=O)N3CCC4(CC3)OCCO4)c(C)o2)cc1 (stereo not given)	i	i
24	CN1CCCCC1c1ccc(-c2cccnc2)nc1 (stereo not given)	i	i
25	CN(C)/C=C(\C=[N+](C)C)c1[nH]ncc1[N+](=O)[O-]	i	i
26	N#CC1=C(N)Oc2cc(O)ccc2C1c1ccc2c(c1)OCO2 (stereo not given)	i	i
27	CNCC(C)c1ccccc1 (stereo not given)	i	i
28	Cn1c(O)c(/C=N/NC(=O)c2ccncc2)c(=O)[nH]c1=S	i	i
29	CN1CCN(C(=O)COc2ccc(-c3nc4ccccc4s3)cc2)CC1	i	i
30	Cc1ccc(C)c(-n2c(C)nc3ccccc3c2=O)c1	i	i
31	CCCCCCN=C(C)c1c(O)n(Cc2ccccc2)c(=O)[nH]c1=O	i	i
32	CN1C(=O)C(=Cc2sc(=O)n(-c3ccccc3)c2N2CCCCC2)C(=O)N(C)C1=O	·	i
33	CC(=NCCN1CCOCC1)c1c(O)n(Cc2ccccc2)c(=O)[nH]c1=O	i	i
34	O=CC(Cl)P(=O)(N1CCOCC1)N1CCOCC1 (stereo not given)	i	i
35	O=C1NC(=O)C(=Cc2coc3ccc(O)cc3c2=O)C(=O)N1	-6.3*	-5.8*
36	Nc1c(C(=O)NCCc2ccccc2)c2nc3ccccc3nc2n1CCN1CCOCC1	i	i
37	O=C(COc1ccc2ccc(=O)oc2c1)N1CCC(C(=O)O)(c2ccccc2)CC1	i	i
38	CN1CCN(CC#CCOc2ccc(Cl)cc2)CC1	i	i
39	O=c1[nH]c(=O)n(Cc2ccc(F)cc2)c(O)c1C=NCC1CCCO1 (stereo not given)	i	i
40	O=[N+]([O-])c1cccc(NP(=O)(Oc2ccccc2)Oc2ccccc2)c1	i	i

Later entries.
no.	structure	CHT block	KCNQ2 inh
41	CC(NCc1ccccc1Cl)C(O)c1ccccc1 (stereo not given)	i	i
42	COc1ccc(CN2CCCC(C(=O)c3cccc(Cl)c3)C2)cc1 (stereo not given)	i	i
43	CC(C)NC(=O)c1ccc(N2CC3CC(C2)c2cccc(=O)n2C3)c([N+](=O)[O-])c1 (stereo not given)	i	i
44	CC(C)OC(=O)Nc1ccc(N=C(N)N[N+](=O)[O-])cc1	i	i
45	C[C@H]1O[C@@H](OC2CC[C@]3(C=O)[C@H]4CC[C@]5(C)[C@@H](C6=CC(=O)OC6)CC[C@]5(O)[C@@H]4CC[C@]3(O)C2)CC2OC(C)(C)OC21 (stereo not given in full)	i	i
46	CCOC(=O)c1cc(C)n(CCc2cnc[nH]2)c1C	i	i
47	CCOc1cccc(OCC)c2c(C)[n+](CC3CCCO3)c(C)c1-2 (stereo not given)	i	i
48	C=CCN1C(=O)/C(=C\c2ccc(N3CCOCC3)o2)C(=O)NC1=S	i	i
49	COc1ccc2c(c1OC)C(=O)OC2c1c(O)n(Cc2ccc(F)cc2)c(=O)[nH]c1=O (stereo not given)	i	i
50	Cc1cc(C)n2nc(SCC(=O)N3CCC4(CC3)OCCO4)nc2n1	i	i
51	Cc1nn(Cc2ccccc2)c(Cl)c1C(=O)O	i	i
52	CC(C)[N+]12CCC(CC1)C(C(O)(c1ccccc1)c1ccccc1)C2 (stereo not given)	i	i
53	O=C1NC(=O)N(Cc2ccc(F)cc2)C(=O)/C1=C\c1ccc([N+](=O)[O-])s1	i	i
54	CCN1C[C@@]2(COC)C3[C@@H](OC)[C@H]4[C@@H]1[C@@]3(C1C[C@H]3[C@H](OC(=O)c5ccccc5)C1[C@]4(OC(C)=O)C[C@H]3OC)[C@@H](OC)C[C@H]2O (stereo not given in full)	i	i
55	COc1ccc(NC(=O)C2C3CCC(O3)C2C(=O)O)c(OC)c1 (stereo not given)	i	i
56	Cc1cc(C)cc(N2C(=O)NC(=O)/C(=C/c3cccn3-c3ccc(Cl)cc3)C2=O)c1	i	i
57	COc1ccc(CC(=O)Nc2ccc3c(C(F)(F)F)cc(=O)oc3c2)cc1OC	i	i
58	CCOP(=S)(OCC)Oc1cc(C)oc(=O)c1	i	i
59	O=C(c1ccc(C(F)(F)F)cc1)C1CCCN(Cc2ccc(CO)o2)C1 (stereo not given)	i	i
60	Cc1ccc2c(c1)C1CN(C)CCC1N2C(=O)Nc1cccc(C(F)(F)F)c1 (stereo not given)	-5.4*	i

The results go on.
no.	structure	CHT block	KCNQ2 inh
61	OC(COCc1ccc(Cl)cc1)CN1CC=C(c2ccccc2)CC1 (stereo not given)	i	i
62	COc1ccc(CNCCc2ccccc2F)c(OC)c1C	i	i
63	NS(=O)(=O)c1ccc(N=Nc2c(O)[nH]c(=S)[nH]c2=O)cc1	i	i
64	O=P(O)(Oc1ccccc1)OC(c1ccccc1)C(F)(F)C(F)(F)F (stereo not given)	i	i
65	C=CCn1c(O)c(C(C)=NCc2cccnc2)c(=O)[nH]c1=O	i	i
66	Cc1cccc(-n2c(-c3ccccc3)nc3ccccc3c2=O)n1	i	i
67	Cc1cccnc1-n1c(-c2ccco2)nc2ccccc2c1=O	i	i
68	CN1CCN(Cc2nc3ccccc3c(=O)[nH]2)CC1	i	i
69	O=C(C(=O)N1CCOCC1)c1cn(Cc2c(F)cccc2Cl)c2ccccc12	i	i
70	Oc1ccc(C[C@H]2NCCc3cc(O)c(O)cc32)cc1O	-6.5*	i
71	CN(C)C(Cc1ccccc1)C(=O)c1c[nH]c2ccccc12 (stereo not given)	i	i
72	Cc1nc2c(=O)n(C)c(=O)nc-2n(C)n1	i	·
73	Cc1ccc(C)c(OCc2cc(C(=O)N3C[C@H]4C[C@@H](C3)c3cccc(=O)n3C4)no2)c1	i	i
74	Cc1cccc(NC(=O)OC2CN3CCC2CC3)c1 (stereo not given)	i	i
75	COc1ccc(C[C@@H]2c3cc(O)c(OC)cc3CCN2C)cc1O	i	i
76	O=c1[nH]c(=S)n(-c2cccc(Cl)c2)c(O)c1C=NCCN1CCNCC1	i	i
77	COc1ccc(Cn2c(O)c(/C=N/NC(=O)c3ccccc3O)c(=O)[nH]c2=O)cc1	i	i
78	COC(=O)C1=C(c2cccc(OC)c2OC)C[C@@H]2CC[C@H]1N2C(=O)NCc1ccc(F)cc1	i	i
79	C=CCn1c(O)c(C(C)=NCCCO)c(=O)[nH]c1=O	i	i
80	CCCCn1c(=O)c(C(=O)NCc2ccccc2)c(O)c2ccccc21	i	i

Profiles as entered above:
CN(C)C(Cc1ccccc1)C(=O)c1c[nH]c2ccccc12 (stereo not given) reads CHT block: i; KCNQ2 inh: i
COc1ccc(Cn2c(O)c(/C=N/NC(=O)c3ccccc3O)c(=O)[nH]c2=O)cc1 reads CHT block: i; KCNQ2 inh: i
COC(=O)C1=C(c2cccc(OC)c2OC)C[C@@H]2CC[C@H]1N2C(=O)NCc1ccc(F)cc1 reads CHT block: i; KCNQ2 inh: i

Going on with the list.
no.	structure	CHT block	KCNQ2 inh
81	CCCN(CCC)[C@@H]1CCc2cccc(O)c2C1	i	i
82	COc1ccc(N=Cc2c(O)n(Cc3ccccc3)c(=S)[nH]c2=O)c(OC)c1	i	i
83	Cc1cc(OCC(=O)NCc2ccncc2)c2c3c(c(=O)oc2c1)CCC3	i	i
84	Cn1c(O)c(/C=N/N2CCOCC2)c(=O)n(C)c1=S	i	i
85	CCC(C)n1c(O)c(C=NCCc2ccccc2)c(=O)[nH]c1=S (stereo not given)	i	i
86	CC(=O)O[C@@]12CO[C@@H]1C[C@@H](O)[C@@]1(C)C(=O)[C@H](O)C3=C(C)[C@@H](OC(=O)[C@H](O)[C@@H](NC(=O)c4ccccc4)c4ccccc4)C[C@@](O)([C@@H](OC(=O)c4ccccc4)C12)C3(C)C (stereo not given in full)	-5.3*	i
87	CCC(CC)C(=O)NC1CCSC1=O (stereo not given)	i	i
88	COc1cccc(N2C(=O)NC(=O)/C(=C/c3ccc4c5c(cccc35)CC4)C2=O)c1	i	i
89	CCn1c(C(=O)N2CCC(C(=O)N3CCC4(CC3)OCCO4)CC2)cc2sccc21	i	·
90	Cc1ccccc1-n1c(O)c(/C=N/N2CCOCC2)c(=O)[nH]c1=S	i	i
91	CC(C)Cc1[nH]c(=O)c(C#N)c2c1CCC2	i	i
92	CCCCOC(=O)C1=C(N)OC2=C(C(=O)CCC2)[C@]12C(=O)N(C)c1ccccc12	i	i
93	CC(=O)N1CCC2(CC1)CC(=O)c1cc(OCC(=O)N3CCC4(CC3)OCCO4)ccc1O2	i	i
94	Cc1cc(C=C(C#N)C#N)ccc1N1CCCC1	i	i
95	CC(C)C(=O)Nc1ccc(N2CCN(C)CC2)c(F)c1	i	i
96	OC1(CN2CCOCC2)C2CC3CC(C2)CC1C3 (stereo not given)	i	i
97	COc1ccc(C(=O)CC2C(=O)N(C)C(=O)N(C)C2=O)cc1	i	i
98	CSc1ccccc1C(=O)C1CCCN(Cc2ccncc2)C1 (stereo not given)	i	i
99	COc1cccc(CC(=O)N2CCN(Cc3cccc(Cl)c3)CC2)c1	i	i
100	COc1cc(/C=C2\C(=O)NC(=O)N(CCc3ccc(F)cc3)C2=O)ccc1O	i	i

Additional compounds follow:
no.	structure	CHT block	KCNQ2 inh
101	CC(/C=C(\C)Nc1ccccc1)=Nc1ccccc1	i	i
102	O=C(Cc1ccccc1)N1CCN(C2CCCCCC2)CC1	i	i
103	CCC(C(=O)Nc1ccc(Cl)cc1)N1CCCC1=O (stereo not given)	i	i
104	CN(C)CC1CSCCC1(O)c1ccccc1Cl (stereo not given)	i	i
105	COC(=O)C1=C(c2cccc(OC)c2OC)C[C@@H]2CC[C@H]1N2C(=O)N1CCCCC1	i	i
106	Cn1c(O)c(C=NC2CCN(Cc3ccccc3)CC2)c(=O)n(C)c1=O	i	i
107	O=C1NC(=O)C(=Cc2cccc(OCCOc3ccccc3)c2)C(=O)N1	i	i
108	CCC(C)n1c(O)c(C=NC(C)c2ccccc2)c(=O)[nH]c1=S (stereo not given)	i	i
109	CC1(C)C(C(=O)N2CCN(C(=O)c3ccccc3)CC2)C1(C)C	i	i
110	O=C(c1ccco1)C12CN3CN(CN(C3)C1)C2	i	i
111	CC(C)CN(C(=O)CN1CC=C(c2ccccc2)CC1)c1c(N)n(CC(C)C)c(=O)[nH]c1=O	i	i
112	Cc1cc(N)n(C2CCN(C)CC2)n1	i	i
113	C/C(O)=C(\C#N)C(=O)Nc1cc(Br)ccc1Br	i	·
114	FC(F)(F)c1ccc2c(c1)NP(=S)(N1CCOCC1)c1nccn1-2 (stereo not given)	i	i
115	O=c1[nH]c(=O)n(C2CCCCC2)c(O)c1/C=C/C=Nc1ccccc1	i	i
116	Cc1ccc(CC2C(=O)N(C)C(=O)N(C)C2=O)s1	i	i
117	CCOC(=O)N(c1ccccc1)P1(=S)OCC(C)O1 (stereo not given)	i	i
118	Oc1ccc(/C=N/NP(=S)(c2ccccc2)c2ccccc2)c(O)c1O	i	i
119	O=c1[nH]cc(COCC(F)(F)C(F)(F)C(F)(F)F)c(=O)[nH]1	i	i
120	CCOC(=O)c1ccc(N=C(CC)c2c(O)n(C)c(=O)n(C)c2=O)cc1	i	i

The list continues.
no.	structure	CHT block	KCNQ2 inh
121	O=C(Cc1ccccc1)N1CCN(Cc2ccccc2Cl)CC1	i	i
122	COc1cc(C)c(CNCCc2c[nH]c3ccccc23)cc1C	i	i
123	ClC1C(Cl)C(Cl)C(Cl)C(Cl)C1Cl (stereo not given)	i	·
124	CN1CCN(c2ccc([N+](=O)[O-])c(N3CCCCC3)c2)CC1	i	i
125	NC1=Nc2ccccc2Oc2ccccc21	i	i
